KCNQ2 block: KCNQ2 potassium channel inhibitors, primary screen, cell-based, CHO-K1, FluxOR thallium flux, B-score (AID 2156); 20 min; stronger effect = lower value; 310,000 tested, 1.1% active; B-score at 10 µM; O88943;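 active = fluorescence ratio B-score at most minus 3 library SDs, with starting brightness B-score within 2 library SDs, cut at about -5.5 in these data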
Kir21 inh: blocks the mouse Kir2.1 inward-rectifier potassium channel | P35561 | HEK293-Kir2.1, FluxOR thallium flux fluorescence; stronger effect = lower value | B-score at 10 µM | 310,000 tested, 0.85% active;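 active = fluorescence ratio B-score at or below minus 3 SD of library scores, with starting-brightness B-score within 2 SD, cut at about -4.2 in these data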;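 also: channel flux triggered by added potassium and thallium sulfate stimulus; B-score of peak minus minimum fluorescence over baseline after thallium stimulus; more negative B-score means stronger Kir2.1 block with less thallium influx; some compounds called inactive have numbers as strong as hits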
Target sequence (P35561 whole entry, looked up): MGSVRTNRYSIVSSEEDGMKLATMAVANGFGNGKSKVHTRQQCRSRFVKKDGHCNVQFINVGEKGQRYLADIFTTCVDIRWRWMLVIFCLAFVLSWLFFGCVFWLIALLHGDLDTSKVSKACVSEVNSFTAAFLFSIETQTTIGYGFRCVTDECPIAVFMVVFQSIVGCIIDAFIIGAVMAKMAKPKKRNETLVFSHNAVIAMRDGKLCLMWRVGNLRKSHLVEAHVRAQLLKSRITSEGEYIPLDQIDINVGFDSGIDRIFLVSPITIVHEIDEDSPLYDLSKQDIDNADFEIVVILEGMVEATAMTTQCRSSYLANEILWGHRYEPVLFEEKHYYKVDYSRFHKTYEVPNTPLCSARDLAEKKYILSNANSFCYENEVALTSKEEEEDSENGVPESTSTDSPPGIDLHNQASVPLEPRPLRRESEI
CHT inh: human CHT choline transport inhibition; Q9GZV3; CHT-expressing cells, membrane potential dye, choline response; stronger effect = lower value; B-score at 10 µM; 310,000 tested, 0.86% active;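 active = B-score over 3 SD under the library average, and starting fluorescence ratio not unusually high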;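 also: choline stimulus applied at its EC90 after an EC20 pre-addition; B-score computed on integrated fluorescence ratio after choline addition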
Target sequence (Q9GZV3 whole entry, looked up): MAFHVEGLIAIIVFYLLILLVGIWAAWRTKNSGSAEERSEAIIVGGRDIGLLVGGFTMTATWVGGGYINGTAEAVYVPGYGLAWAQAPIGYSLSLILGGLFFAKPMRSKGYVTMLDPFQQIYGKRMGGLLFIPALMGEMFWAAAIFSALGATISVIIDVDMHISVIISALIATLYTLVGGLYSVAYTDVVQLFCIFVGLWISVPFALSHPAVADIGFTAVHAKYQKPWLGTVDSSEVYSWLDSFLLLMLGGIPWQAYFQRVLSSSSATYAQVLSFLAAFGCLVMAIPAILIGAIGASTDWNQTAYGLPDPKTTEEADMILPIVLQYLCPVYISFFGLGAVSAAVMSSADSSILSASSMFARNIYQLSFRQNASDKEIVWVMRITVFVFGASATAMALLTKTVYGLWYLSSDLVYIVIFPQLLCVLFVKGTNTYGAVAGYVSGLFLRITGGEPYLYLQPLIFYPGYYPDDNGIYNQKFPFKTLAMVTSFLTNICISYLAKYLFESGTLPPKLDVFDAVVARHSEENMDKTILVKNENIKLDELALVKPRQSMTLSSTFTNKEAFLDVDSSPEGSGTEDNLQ
* marks the source's active call; other numbers are inactive results. Not a hit list (roughly 2.6% active in at least one column).

How did CCOc1ccccc1-n1c(SCC(=O)N(C(C)C)C(C)C)nnc1-c1cccnc1 do in these assays?
KCNQ2 block: inactive; Kir21 inh: -0.12; CHT inh: inactive

Results for COc1ccccc1C(NC(=O)CC(C)C)c1c(O)ccc2ccccc12 (stereo not given) ?
KCNQ2 block: inactive; Kir21 inh: 0.52; CHT inh: inactive

Results for COc1ccc(CCNC(=O)CSc2cn(Cc3ccccc3)c3ccccc23)cc1OC ?
KCNQ2 block: inactive; Kir21 inh: 2.8; CHT inh: inactive

How did CCOC(=O)C1=C(C)N(CCCC(=O)O)C(=O)NC1c1ccc(OC)cc1 (stereo not given) do in these assays?
KCNQ2 block: inactive; Kir21 inh: 0.78; CHT inh: inactive

What do the screens show for `C/C(=N\O)C(C)NC(=O)c1ccccc1` (stereo not given)?
KCNQ2 block: inactive; Kir21 inh: 0.21; CHT inh: inactive

How did CCOc1ccc(CCNC(=O)c2cccc(S(=O)(=O)N3CCCCC3)c2)cc1OCC do in these assays?
KCNQ2 block: inactive; Kir21 inh: 0.66; CHT inh: inactive

How did Cc1ccccc1-n1nnnc1SCC(=O)Nc1ccc(N2CCN(C)CC2)cc1 do in these assays?
KCNQ2 block: inactive; Kir21 inh: -0.28; CHT inh: inactive

How did Cc1ccc(C(=O)N/N=C(/CC(=O)c2cccs2)C(F)(F)F)cc1 do in these assays?
KCNQ2 block: inactive; Kir21 inh: 1.3; CHT inh: inactive

What do the screens show for `CC(C)=CC1C(C(=O)Nc2ccc(Br)cn2)C1(C)C` (stereo not given)?
KCNQ2 block: inactive; Kir21 inh: -0.68; CHT inh: inactive

How did CCOc1cccc2sc(N(CCN(C)C)C(=O)c3cc4ccccc4cc3OC)nc12 do in these assays?
KCNQ2 block: inactive; Kir21 inh: -1.6; CHT inh: inactive

Results for CC(C)NC(=O)CN(C(=O)CCC(=O)Nc1nccs1)c1ccc2c(c1)OCO2 ?
KCNQ2 block: inactive; Kir21 inh: 0.69; CHT inh: inactive

What do the screens show for `O=c1[nH]c(SCCOc2ccccc2F)nc2ccccc12`?
KCNQ2 block: inactive; Kir21 inh: 0.34; CHT inh: inactive

Results for Cc1n[nH]c(C)c1-c1nc2ccccc2[nH]1 ?
KCNQ2 block: inactive; Kir21 inh: -0.98; CHT inh: inactive

How did Cc1ccc2c(C)nc(SC(C(=O)c3ccccc3)c3ccccc3)nc2c1 (stereo not given) do in these assays?
KCNQ2 block: -6*; Kir21 inh: -0.81; CHT inh: inactive

How did O=C(CCCN1C(=O)S/C(=C/c2ccccc2)C1=S)Nc1ccc(C(=O)O)cc1 do in these assays?
KCNQ2 block: inactive; Kir21 inh: 1.4; CHT inh: inactive

What do the screens show for `CN(CCCNC(=O)Cn1cc2c(n1)CCCC2)C1CCCCC1`?
KCNQ2 block: inactive; Kir21 inh: 0.41; CHT inh: inactive

How did O=C(CSc1nnc(Cc2ccccc2)n1-c1ccccc1)N1CCOCC1 do in these assays?
KCNQ2 block: inactive; Kir21 inh: 0.33; CHT inh: inactive

What do the screens show for `CCC(OC(=O)c1nsc(Cl)c1Cl)C(=O)NCCOC` (stereo not given)?
KCNQ2 block: inactive; Kir21 inh: -1.3; CHT inh: inactive

How did CC(C)N(Cc1ccccc1)S(=O)(=O)N(C)C do in these assays?
KCNQ2 block: inactive; Kir21 inh: -0.33; CHT inh: inactive

What do the screens show for `CCC(C)(C)n1nnnc1CN1CCSCC1`?
KCNQ2 block: inactive; Kir21 inh: 1; CHT inh: inactive

How did Cc1cc(Nc2ccc(C)c(F)c2)n2ncnc2n1 do in these assays?
KCNQ2 block: inactive; Kir21 inh: -0.14; CHT inh: inactive

Results for Cc1c(CCO)c(=O)n(-c2ccccc2)n1S(=O)(=O)c1c(Cl)cc(Cl)cc1Cl ?
KCNQ2 block: inactive; Kir21 inh: -3.7; CHT inh: inactive

How did COc1ccc(C2CC(=O)c3cnn(-c4nc(C)cc(C)n4)c3C2)cc1 (stereo not given) do in these assays?
KCNQ2 block: inactive; Kir21 inh: 0.02; CHT inh: inactive

Results for CCOc1ccccc1NC(=O)CCC(=O)O ?
KCNQ2 block: inactive; Kir21 inh: -1.6; CHT inh: inactive

How did O=C(O)c1cc2c(cc1NC(=O)c1c(F)cccc1F)OCCCO2 do in these assays?
KCNQ2 block: inactive; Kir21 inh: 0.82; CHT inh: inactive

Results for O=C(CSc1nnc(-c2ccncc2)n1-c1ccc(F)cc1)NC(=O)NCc1ccco1 ?
KCNQ2 block: inactive; Kir21 inh: 1.2; CHT inh: inactive

How did CCNC(=S)N/N=C/c1cc(C)n(-c2ccc(Cl)cc2)c1C do in these assays?
KCNQ2 block: inactive; Kir21 inh: 1.3; CHT inh: inactive

How did CN(C(=O)COC(=O)c1cc2c(s1)CCCCC2)C1CCS(=O)(=O)C1 (stereo not given) do in these assays?
KCNQ2 block: inactive; Kir21 inh: -1.3; CHT inh: inactive

What do the screens show for `CC(=O)c1ccc(N(C(=O)CNC(=O)c2ccco2)C(C(=O)NC2CCCC2)c2cccnc2)cc1` (stereo not given)?
KCNQ2 block: inactive; Kir21 inh: 0.09; CHT inh: inactive

What do the screens show for `COc1ccc(CN2CCN(C(=O)CCC(=O)Nc3nnc(CC(C)C)s3)CC2)cc1F`?
KCNQ2 block: inactive; Kir21 inh: -0.04; CHT inh: inactive

What do the screens show for `CC1(C)CC(=O)CC(=NCC(=O)O)C1`?
KCNQ2 block: inactive; Kir21 inh: 1.9; CHT inh: inactive

Results for Cc1cc(/C=N/n2cnnc2)c(C)n1-c1cccc(Cl)c1 ?
KCNQ2 block: inactive; Kir21 inh: -1.5; CHT inh: inactive

What do the screens show for `Cc1cc(C(=O)N2CCCc3ccccc32)no1`?
KCNQ2 block: inactive; Kir21 inh: 0.26; CHT inh: inactive

What do the screens show for `O=C(CSc1oc(-c2ccccc2)nc1S(=O)(=O)c1ccccc1)NCC1CCCO1` (stereo not given)?
KCNQ2 block: inactive; Kir21 inh: 0.14; CHT inh: inactive

How did Cc1cccc(NCC(=O)N/N=C\c2ccc[nH]2)c1 do in these assays?
KCNQ2 block: inactive; Kir21 inh: 1.7; CHT inh: inactive

What do the screens show for `O=S(=O)(NCCCc1ccccc1)c1cccc2nsnc12`?
KCNQ2 block: inactive; Kir21 inh: -0.71; CHT inh: inactive

How did O=C(Cc1ccc(Br)cc1)N1CCN(c2ccc(F)cc2)CC1 do in these assays?
KCNQ2 block: inactive; Kir21 inh: 0.74; CHT inh: inactive

What do the screens show for `O=C(COc1ccc([N+](=O)[O-])cc1)N1CCN(c2nnc(-c3ccccc3)c3ccccc23)CC1`?
KCNQ2 block: inactive; Kir21 inh: -1.9; CHT inh: inactive

Results for Brc1ccccc1-c1cnco1 ?
KCNQ2 block: inactive; Kir21 inh: 1.7; CHT inh: inactive

Results for CC(C)c1onc(C(=O)N2CCCCC2C)c1[N+](=O)[O-] (stereo not given) ?
KCNQ2 block: inactive; Kir21 inh: -2; CHT inh: inactive

How did C=CCOc1ccc(/C=C/C(=O)OCC(=O)NCc2ccco2)cc1 do in these assays?
KCNQ2 block: inactive; Kir21 inh: 0.26; CHT inh: inactive

What do the screens show for `CC(NC(=O)c1cccc(C(F)(F)F)c1)C1CCCO1` (stereo not given)?
KCNQ2 block: inactive; Kir21 inh: -3; CHT inh: inactive

Results for NC(C(=O)O)C1CC(Cl)=NO1 (stereo not given) ?
KCNQ2 block: inactive; Kir21 inh: -0.7; CHT inh: inactive

Results for CN1CCCN(C(=O)c2ccc(Br)cc2)CC1 ?
KCNQ2 block: inactive; Kir21 inh: -0.03; CHT inh: inactive

Results for CCc1ccccc1NC(=S)N(CCCN1CCN(C)CC1)Cc1cccs1 ?
KCNQ2 block: inactive; Kir21 inh: -3.1; CHT inh: inactive

Results for COc1ccccc1N1CCN(C(=O)CSc2ncccc2-c2nc3ccccc3[nH]2)CC1 ?
KCNQ2 block: inactive; Kir21 inh: 0.39; CHT inh: inactive

How did CC(C)c1cc(=O)oc2c3c4c(cc12)CCCN4CCC3 do in these assays?
KCNQ2 block: inactive; Kir21 inh: -0.93; CHT inh: inactive

Results for COc1ccc(Cn2nnnc2C(c2ccc(N(C)C)cc2)N2CCC(C)CC2)cc1 (stereo not given) ?
KCNQ2 block: inactive; Kir21 inh: -0.42; CHT inh: inactive

How did O=C(CSc1ccc(-c2ccncc2)nn1)c1ccccc1 do in these assays?
KCNQ2 block: inactive; Kir21 inh: 0.12; CHT inh: inactive

How did Cc1ccc(S(=O)(=O)NCCNc2ccccc2[N+](=O)[O-])cc1 do in these assays?
KCNQ2 block: inactive; Kir21 inh: -4.3*; CHT inh: inactive

Results for O=C(O)c1[nH]c2ccccc2c1CC(=O)N1CCOCC1 ?
KCNQ2 block: inactive; Kir21 inh: 1.3; CHT inh: inactive

What do the screens show for `Cc1ccn2c(C(=O)N/N=C/c3ccc(CNC(=O)C(=O)Nc4ccc(C)c(C)c4)o3)c(C)nc2c1`?
KCNQ2 block: inactive; Kir21 inh: -0.35; CHT inh: inactive

How did O=C(COC(=O)c1ccc(OC(F)F)cc1)NCCCN1CCCC1=O do in these assays?
KCNQ2 block: inactive; Kir21 inh: -1.3; CHT inh: inactive

How did COc1cc(CC(=O)OCC(=O)Nc2ccc3c(c2)OCCO3)cc(OC)c1OC do in these assays?
KCNQ2 block: inactive; Kir21 inh: -0.61; CHT inh: inactive

How did COCCCNCCCCOc1ccc(C)cc1[N+](=O)[O-] do in these assays?
KCNQ2 block: inactive; Kir21 inh: -0.91; CHT inh: inactive

What do the screens show for `COc1ccc(S(=O)(=O)NCC(c2cccnc2)N2CCN(C)CC2)cc1OC` (stereo not given)?
KCNQ2 block: inactive; Kir21 inh: 0.05; CHT inh: inactive

How did COc1cccc(CN2CCNC(=O)C2CC(=O)N(C)C2CCCCC2)c1 (stereo not given) do in these assays?
KCNQ2 block: inactive; Kir21 inh: -1.6; CHT inh: inactive

Results for Cc1cc(Cl)c(S(=O)(=O)N2CCN(c3ccc(F)cc3)CC2)cc1OCC(=O)NC1CCCCC1 ?
KCNQ2 block: inactive; Kir21 inh: -0.77; CHT inh: inactive

How did COc1ccc(N2C(=O)CC(NC34CC5CC(CC(C5)C3)C4)C2=O)c(OC)c1 (stereo not given) do in these assays?
KCNQ2 block: inactive; Kir21 inh: 1.6; CHT inh: inactive

How did COc1ccc(NC(=O)C2CCN(S(=O)(=O)c3cccc4nonc34)CC2)cc1OC do in these assays?
KCNQ2 block: inactive; Kir21 inh: 1; CHT inh: inactive

Results for OCCOCCn1c(-c2ccccc2)nc(=S)c2c1CCCC2 ?
KCNQ2 block: inactive; Kir21 inh: 0.79; CHT inh: inactive

Results for O/N=C(\C[n+]1ccccc1)c1ccc(Br)cc1 ?
KCNQ2 block: inactive; Kir21 inh: -0.03; CHT inh: inactive

Results for CCC(C)C(NC(=O)OC(C)(C)C)C(=O)NC(C(=O)NC(C)C(N)=O)C(C)C (stereo not given) ?
KCNQ2 block: inactive; Kir21 inh: 1.6; CHT inh: inactive

How did N#Cc1ccccc1OCC(=O)Nc1c(C(=O)C2CC2)oc2ccccc12 do in these assays?
KCNQ2 block: inactive; Kir21 inh: 0.08; CHT inh: inactive

What do the screens show for `N#Cc1cnn(-c2ccccc2)c1N`?
KCNQ2 block: inactive; Kir21 inh: 2; CHT inh: inactive

Results for CCOCCCNC(=S)Nc1ccc2nc(N3CCCC3)cc(C)c2c1 ?
KCNQ2 block: inactive; Kir21 inh: 2.7; CHT inh: inactive

How did COc1cc(CCC(=O)OCc2ccccc2C#N)cc(OC)c1OC do in these assays?
KCNQ2 block: inactive; Kir21 inh: -0.66; CHT inh: inactive

Results for CCOC(=O)N1CCN(C(=O)Nc2ccccc2)CC1 ?
KCNQ2 block: inactive; Kir21 inh: 0.88; CHT inh: inactive

Results for COCCNC(=S)N/N=C/c1ccccc1C(=O)O ?
KCNQ2 block: inactive; Kir21 inh: -1.1; CHT inh: inactive

How did O=C(/C=C/c1ccccc1[N+](=O)[O-])NCC1CCCO1 (stereo not given) do in these assays?
KCNQ2 block: inactive; Kir21 inh: -0.01; CHT inh: inactive

What do the screens show for `O=C1CCC(C(=O)NCc2cccnc2)N1` (stereo not given)?
KCNQ2 block: inactive; Kir21 inh: 1.2; CHT inh: inactive

Structures shown so far with an NH in an aromatic ring:
What do the screens show for `O=c1[nH]c(SCCOc2ccccc2F)nc2ccccc12`?
KCNQ2 block: inactive; Kir21 inh: 0.34; CHT inh: inactive

Results for Cc1n[nH]c(C)c1-c1nc2ccccc2[nH]1 ?
KCNQ2 block: inactive; Kir21 inh: -0.98; CHT inh: inactive

How did Cc1cccc(NCC(=O)N/N=C\c2ccc[nH]2)c1 do in these assays?
KCNQ2 block: inactive; Kir21 inh: 1.7; CHT inh: inactive

Results for COc1ccccc1N1CCN(C(=O)CSc2ncccc2-c2nc3ccccc3[nH]2)CC1 ?
KCNQ2 block: inactive; Kir21 inh: 0.39; CHT inh: inactive

Results for O=C(O)c1[nH]c2ccccc2c1CC(=O)N1CCOCC1 ?
KCNQ2 block: inactive; Kir21 inh: 1.3; CHT inh: inactive

Entries above that have a thiophene ring, fused or not, in the order listed:
How did Cc1ccc(C(=O)N/N=C(/CC(=O)c2cccs2)C(F)(F)F)cc1 do in these assays?
KCNQ2 block: inactive; Kir21 inh: 1.3; CHT inh: inactive

How did CN(C(=O)COC(=O)c1cc2c(s1)CCCCC2)C1CCS(=O)(=O)C1 (stereo not given) do in these assays?
KCNQ2 block: inactive; Kir21 inh: -1.3; CHT inh: inactive

Results for CCc1ccccc1NC(=S)N(CCCN1CCN(C)CC1)Cc1cccs1 ?
KCNQ2 block: inactive; Kir21 inh: -3.1; CHT inh: inactive

High-throughput results (PubChem)
